BH1578 lux ind: quorum light induction in luxS cqsA deficient V. cholerae | V. cholerae BH1578 lux reporter, luminescence, 6 h | activation, % at 18.7 µM | 0.16% of 350,000 active | AID 588436; in the data active means activation mostly above about 9.7%, no sharp cut-off; further: not every result past the cut was called active; inactives centre near 0; reference of the scale not given here
TcdB inh: blocks C. difficile toxin B glycohydrolase activity | P18177 | TcdB glycohydrolase enzymatic assay, plate reader | inhibition, % at 9.99 µM | 0.24% of 350,000 active; in the data active means inhibition above about 10%
PfHsp40 rescue: compounds rescuing yeast from Plasmodium falciparum HSP40 toxicity; AID 504582; 0.68% of 340,000 active; growth rescue, % at 12.5 µM; S. cerevisiae expressing PfHsp40, growth rescue, ATP luminescence; in the data active means growth rescue above about 28%, passing the limit was not always enough;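 further: yeast W303a lacking pdr1 and pdr3 grown in galactose medium; growth measured after three days at 30 °C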
Anthrax LF inh2: inhibitors of Bacillus anthracis lethal factor protease; P15917; multiplex microsphere protease cleavage assay, LF; inhibition, % at 10 µM; 0.12% of 360,000 active; AID 588501; in the data active means inhibition above about 30%; further: plate controls were buffer without enzyme for full effect and enzyme alone for no effect
Rv3671c inh: Rv3671c (M. tuberculosis) protease inhibition | 0.048% of 320,000 active | inhibition, % at 5.96 µM | P9WHR9; in the data active means inhibition above about 38%;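 further: extracellular domain of Rv3671c used as enzyme; 0% = enzyme with DMSO and 100% = no enzyme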
Target sequence (P9WHR9 whole entry, looked up, the tested form may be a part): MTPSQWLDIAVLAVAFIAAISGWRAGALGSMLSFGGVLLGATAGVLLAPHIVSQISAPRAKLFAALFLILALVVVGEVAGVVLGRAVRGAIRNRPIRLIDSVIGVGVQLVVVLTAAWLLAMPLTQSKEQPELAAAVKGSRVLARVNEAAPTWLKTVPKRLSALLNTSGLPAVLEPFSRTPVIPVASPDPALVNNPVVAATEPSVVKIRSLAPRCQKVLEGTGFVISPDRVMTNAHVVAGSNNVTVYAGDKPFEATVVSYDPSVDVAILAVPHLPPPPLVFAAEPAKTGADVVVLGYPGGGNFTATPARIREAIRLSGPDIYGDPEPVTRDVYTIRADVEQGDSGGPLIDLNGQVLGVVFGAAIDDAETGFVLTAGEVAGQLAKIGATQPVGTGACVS
Yp Topo-I inh: blocks Yersinia pestis topoisomerase I activity. Y. pestis Topo-I cleavage product accumulation, plate reader. activity, % at 10 µM. 0.064% of 360,000 active; in the data active means activity above about 50%, passing the limit was not always enough; further: inactives centre near 2
DUSP3 inh: inhibitors of human VHR1 phosphatase (DUSP3). recombinant VHR phosphatase, pNPP absorbance. P51452. AID 1654. 0.52% of 290,000 active. inhibition, % at 13.3 µM; in the data active means inhibition above about 50%; further: some compounds called inactive have numbers as strong as hits
Target sequence (P51452 whole entry, looked up): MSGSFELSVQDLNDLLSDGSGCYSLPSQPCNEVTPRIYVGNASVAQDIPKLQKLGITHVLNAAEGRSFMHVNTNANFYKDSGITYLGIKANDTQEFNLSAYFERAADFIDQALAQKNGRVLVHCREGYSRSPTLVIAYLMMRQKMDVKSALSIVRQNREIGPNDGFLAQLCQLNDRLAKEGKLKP
MazF activator: MazEF (E. coli) toxin RNase activation; 0.32% of 350,000 active; P0AE70; FAM/BHQ RNA-DNA oligo cleavage fluorescence, 5 h; activation, % at 20 µM; AID 504720; in the data active means activation above about 50%
Target sequence (P0AE70 whole entry, looked up): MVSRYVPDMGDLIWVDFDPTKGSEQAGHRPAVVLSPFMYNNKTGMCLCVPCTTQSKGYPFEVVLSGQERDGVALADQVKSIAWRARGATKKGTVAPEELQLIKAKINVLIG
SARS 3CLpro inh: SARS-CoV 3CLpro protease inhibition | AID 1706 | 0.14% of 290,000 active | inhibition, % at 6 µM | recombinant SARS-CoV 3CLpro, quenched FRET peptide cleavage; in the data active means inhibition above about 12%
SSB-PriA inh: K. pneumoniae PriA-SSBct interaction inhibition; AlphaScreen SSBct-PriA binding, biotinylated peptide; 0.6% of 430,000 active; AID 1272365; inhibition, % at 33 µM; in the data active means inhibition mostly above about 37%, no sharp cut-off; inactive means mostly below about 20%;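 further: plate controls were negative control peptide for no effect and reference peptide for full effect; strong numbers were not always called active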
The depositor's hits bear a star. The list is partial; count on the stated rates, not on these rows.

Start of the listing, in advance:
Screening CCN1CCN(C(=O)Nc2ccc(Cc3ccc(NC(=O)N4CCN(CC)CC4)cc3)cc2)CC1 returned BH1578 lux ind inactive, TcdB inh 1.3, PfHsp40 rescue -0.3, Anthrax LF inh2 -10.2, Rv3671c inh 4.5, Yp Topo-I inh -14.0, DUSP3 inh 17.3, MazF activator -4.3, SARS 3CLpro inh 4.0 and SSB-PriA inh -2.1.
`Cc1[nH]c2ccccc2c1/C=N/NC(=O)CNC(=O)COc1ccccc1` gave BH1578 lux ind -0.8, TcdB inh 1.3, PfHsp40 rescue -0.7, Anthrax LF inh2 -0.8, Rv3671c inh 10.2, Yp Topo-I inh -8.0, DUSP3 inh -5.3, MazF activator 3.5 and SARS 3CLpro inh 1.4.

Results, previewed entries included:
Screening CCN1CCN(C(=O)Nc2ccc(Cc3ccc(NC(=O)N4CCN(CC)CC4)cc3)cc2)CC1 returned BH1578 lux ind inactive, TcdB inh 1.3, PfHsp40 rescue -0.3, Anthrax LF inh2 -10.2, Rv3671c inh 4.5, Yp Topo-I inh -14.0, DUSP3 inh 17.3, MazF activator -4.3, SARS 3CLpro inh 4.0 and SSB-PriA inh -2.1.
`Cc1[nH]c2ccccc2c1/C=N/NC(=O)CNC(=O)COc1ccccc1` gave BH1578 lux ind -0.8, TcdB inh 1.3, PfHsp40 rescue -0.7, Anthrax LF inh2 -0.8, Rv3671c inh 10.2, Yp Topo-I inh -8.0, DUSP3 inh -5.3, MazF activator 3.5 and SARS 3CLpro inh 1.4.
Screening NC(=O)c1ccc(NC(=O)COC(=O)/C=C/c2cn(-c3ccccc3)nc2-c2cccnc2)cc1 returned BH1578 lux ind -0.7, TcdB inh 0.3, PfHsp40 rescue -0.6, Anthrax LF inh2 1.3, Rv3671c inh -67.9, Yp Topo-I inh -3.3, DUSP3 inh 11.0, MazF activator 13.5, SARS 3CLpro inh 0.8 and SSB-PriA inh -5.6.
For C[C@H](CCCC/C=C/C(=O)O)O[C@@H]1O[C@@H](C)[C@H](O)C[C@H]1O the results were BH1578 lux ind inactive, TcdB inh -1.2, PfHsp40 rescue -2.1, Anthrax LF inh2 6.8, Rv3671c inh -7.2, Yp Topo-I inh 2.5, MazF activator 5.9 and SSB-PriA inh -4.3.
COC(=O)Cc1csc(Nc2ccccc2)n1 was read as BH1578 lux ind -0.3, TcdB inh 1.7, PfHsp40 rescue -0.4, Anthrax LF inh2 0.4, Rv3671c inh -9.2, Yp Topo-I inh 0.6, DUSP3 inh -3.8, MazF activator -1.8, SARS 3CLpro inh -1.1 and SSB-PriA inh -3.4.
`CC(C)N1C(=O)C2C(C(=O)NC3CCCCC3)C3C=CC2(O3)C1C(=O)NC1CCCCC1` (stereo not given) gave BH1578 lux ind -0.2, PfHsp40 rescue 1.5, Anthrax LF inh2 0.8, Rv3671c inh -9.6, Yp Topo-I inh -1.1, DUSP3 inh 1.5, MazF activator 1.8, SARS 3CLpro inh -0.2 and SSB-PriA inh -14.0.
CCOP(=O)(C#CC(C)(C)C)C(C)(O)c1ccccc1 (stereo not given) was read as BH1578 lux ind -0.5, PfHsp40 rescue 0.3, Anthrax LF inh2 0.9, Rv3671c inh -1.2, Yp Topo-I inh -8.1, DUSP3 inh 4.3, MazF activator 10.4, SARS 3CLpro inh 3.8 and SSB-PriA inh -11.8.
Screening C=CCOc1nc2c(c(=O)n(C)c(=O)n2C)n1Cc1ccccc1Cl returned BH1578 lux ind inactive, PfHsp40 rescue 0.0, Anthrax LF inh2 -6.1, Rv3671c inh 3.4, Yp Topo-I inh 1.7, DUSP3 inh 16.2, MazF activator 12.5, SARS 3CLpro inh 3.4 and SSB-PriA inh -6.1.
Screening CC1(C)CC2(CCO1)OC(=O)CC2C(=O)NCc1ccccc1 (stereo not given) returned BH1578 lux ind 3.3, PfHsp40 rescue -0.1, Anthrax LF inh2 3.2, Rv3671c inh 8.1, Yp Topo-I inh -7.3, DUSP3 inh 7.1, MazF activator 9.4, SARS 3CLpro inh 5.7 and SSB-PriA inh -2.4.
`COc1ccc(-c2nnc(SCC(C)C)o2)cc1` gave BH1578 lux ind 0.1, TcdB inh 1.5, PfHsp40 rescue 0.4, Anthrax LF inh2 1.6, Rv3671c inh 2.4, Yp Topo-I inh 4.8, DUSP3 inh -4.7, MazF activator 12.0, SARS 3CLpro inh 4.1 and SSB-PriA inh -32.6.
Screening Cc1ccc(C(=O)N/C(=C\c2cccs2)C(=O)NCCc2c[nH]c3ccccc23)cc1 returned BH1578 lux ind -0.3, PfHsp40 rescue 2.0, Anthrax LF inh2 -3.2, Rv3671c inh -6.1, Yp Topo-I inh -10.3, DUSP3 inh -7.5, MazF activator -2.1, SARS 3CLpro inh 2.4 and SSB-PriA inh 16.8.
Screening CN(C)c1ccc(C=NCC2(O)CCOC(C)(C)C2)cc1 (stereo not given) returned BH1578 lux ind inactive, PfHsp40 rescue -0.5, Anthrax LF inh2 -4.5, Rv3671c inh 5.2, Yp Topo-I inh 10.6, DUSP3 inh 15.5, MazF activator 8.8, SARS 3CLpro inh -3.2 and SSB-PriA inh 7.1.
For CCCCOC(=O)c1ccc(NC(=O)c2c(OC)cccc2OC)cc1 the results were BH1578 lux ind -0.2, TcdB inh 1.7, PfHsp40 rescue 4.4, Anthrax LF inh2 -1.5, Rv3671c inh -9.1, Yp Topo-I inh 1.4, DUSP3 inh 14.4, MazF activator 1.6, SARS 3CLpro inh 4.3 and SSB-PriA inh -11.0.
Screening NS(=O)(=O)c1ccc(CCNC(=O)c2ccccc2OCc2ccc(F)cc2)cc1 returned BH1578 lux ind inactive, TcdB inh 0.4, PfHsp40 rescue -1.1, Anthrax LF inh2 -3.8, Rv3671c inh -3.1, Yp Topo-I inh 14.4, DUSP3 inh 18.5, MazF activator -2.5, SARS 3CLpro inh -1.6 and SSB-PriA inh 3.9.
O=C(CCc1ccc(S(=O)(=O)NC2CCCCC2)cc1)Nc1ccccc1 was read as BH1578 lux ind -0.4, PfHsp40 rescue 0.2, Anthrax LF inh2 -1.4, Rv3671c inh 0.3, Yp Topo-I inh 0.4, DUSP3 inh 25.4, MazF activator -4.0, SARS 3CLpro inh -1.0 and SSB-PriA inh -7.0.
`O=C(c1cnc(-c2ccccc2)s1)c1ccc(Cl)cc1Cl` gave BH1578 lux ind -1.0, PfHsp40 rescue 0.2, Anthrax LF inh2 -2.0, Rv3671c inh -7.5, Yp Topo-I inh 37.5, DUSP3 inh 20.8, MazF activator -1.7, SARS 3CLpro inh 5.0 and SSB-PriA inh -15.1.
For CCN(CC)S(=O)(=O)c1cc(OC)c(Cl)cc1OC the results were BH1578 lux ind -0.5, TcdB inh 0.8, PfHsp40 rescue -1.1, Anthrax LF inh2 -6.4, Rv3671c inh 1.4, Yp Topo-I inh 1.8, DUSP3 inh -10.5, MazF activator 0.1, SARS 3CLpro inh -1.2 and SSB-PriA inh -22.7.
CC(=O)Nc1ccc(NC(=O)CSc2nnnn2-c2ccccc2F)cc1 was read as BH1578 lux ind -2.0, TcdB inh 0.1, PfHsp40 rescue -1.6, Anthrax LF inh2 -3.2, Rv3671c inh 7.6, Yp Topo-I inh 7.2, DUSP3 inh 30.0, MazF activator 6.7, SARS 3CLpro inh -2.1 and SSB-PriA inh 2.3.
Screening Cc1cccc(NC(=O)c2cc(-c3c(C)cc(C)cc3O)n[nH]2)c1 returned BH1578 lux ind 0.5, TcdB inh 0.1, Anthrax LF inh2 -0.2, Rv3671c inh -6.3, Yp Topo-I inh -1.7, DUSP3 inh 48.3, MazF activator -3.6, SARS 3CLpro inh -3.0 and SSB-PriA inh 7.8.
Screening CC1CC(c2ccccc2)=Nc2ccccc2N1 (stereo not given) returned BH1578 lux ind inactive, TcdB inh -1.4, PfHsp40 rescue -1.5, Anthrax LF inh2 -7.8, Rv3671c inh -5.9, Yp Topo-I inh 1.8, DUSP3 inh -8.4, MazF activator 4.9, SARS 3CLpro inh 0.8 and SSB-PriA inh 3.9.
Screening O=[N+]([O-])c1ccccc1SNc1ccc(Br)cn1 returned BH1578 lux ind -0.5, TcdB inh -0.2, PfHsp40 rescue 0.1, Anthrax LF inh2 2.5, Rv3671c inh 0.5, Yp Topo-I inh -8.3, DUSP3 inh 36.3, MazF activator -4.9, SARS 3CLpro inh -1.3 and SSB-PriA inh 12.7.
For O=C(Nc1ccc2nc3n(c(=O)c2c1)CCCCC3)C(=O)N1CCN(c2ccccc2F)CC1 the results were BH1578 lux ind -0.1, TcdB inh 0.6, PfHsp40 rescue 0.5, Anthrax LF inh2 6.7, Rv3671c inh 1.4, Yp Topo-I inh 3.5, DUSP3 inh 7.4, MazF activator 5.9, SARS 3CLpro inh 0.0 and SSB-PriA inh -0.1.
`CCOc1cc(-c2nc(-c3ccccc3)c(-c3cc([N+](=O)[O-])ccc3C)[nH]2)ccc1O` gave BH1578 lux ind -0.3, PfHsp40 rescue 0.2, Anthrax LF inh2 -4.4, Rv3671c inh 16.4, Yp Topo-I inh -27.4, DUSP3 inh 10.7, MazF activator -1.2, SARS 3CLpro inh -1.2 and SSB-PriA inh 8.3.
`c1ccc(-c2c[nH]c3[n+]2CCCCC3)cc1` gave BH1578 lux ind inactive, PfHsp40 rescue 0.6, Anthrax LF inh2 1.0, Rv3671c inh -2.2, Yp Topo-I inh 2.3, DUSP3 inh 4.2, MazF activator 10.0, SARS 3CLpro inh -6.5 and SSB-PriA inh -10.6.
`CCOc1ccc(C(=O)Nc2ncn[nH]2)cc1` gave BH1578 lux ind 0.4, TcdB inh -4.1, PfHsp40 rescue -1.7, Rv3671c inh -4.8, Yp Topo-I inh 4.0, DUSP3 inh -17.8, MazF activator 1.7, SARS 3CLpro inh 1.0 and SSB-PriA inh 9.4.
`CCCN(CCC)c1ccc(CC(=O)NC(C)Cc2ccccc2)cc1` (stereo not given) gave BH1578 lux ind -0.4, TcdB inh 0.7, PfHsp40 rescue -2.2, Anthrax LF inh2 1.5, Rv3671c inh -11.8, Yp Topo-I inh 31.8, DUSP3 inh -1.6, MazF activator -5.4, SARS 3CLpro inh 4.1 and SSB-PriA inh 14.9.
Screening O=C1OC(c2ccc(O)cc2)(c2ccccc2O)c2ccccc21 (stereo not given) returned BH1578 lux ind inactive, TcdB inh -0.6, PfHsp40 rescue 0.3, Anthrax LF inh2 -7.5, Yp Topo-I inh -2.5, MazF activator -2.9 and SSB-PriA inh 4.5.
Screening COCCNC(=O)C(=O)Nc1cc2c3c(c1)CC(=O)N3CCC2 returned BH1578 lux ind -2.1, TcdB inh 0.2, PfHsp40 rescue -0.4, Anthrax LF inh2 1.6, Rv3671c inh 3.9, Yp Topo-I inh 0.2, DUSP3 inh -3.0, MazF activator -3.5, SARS 3CLpro inh 3.2 and SSB-PriA inh -1.0.
For C/C=C/COC(=O)c1[nH]c2c(c1C)C(=O)CC(c1ccc(N(C)C)cc1)C2 (stereo not given) the results were BH1578 lux ind -0.2, TcdB inh 0.9, PfHsp40 rescue 1.8, Anthrax LF inh2 -7.1, Rv3671c inh 0.0, Yp Topo-I inh -1.3, DUSP3 inh -8.6, MazF activator 26.6, SARS 3CLpro inh -2.3 and SSB-PriA inh 20.8.
Screening CCC(CC)N1CCN(C(=O)c2cccc(Cl)c2)CC1 returned BH1578 lux ind -0.2, TcdB inh 0.3, PfHsp40 rescue 0.2, Anthrax LF inh2 -9.0, Rv3671c inh 0.5, Yp Topo-I inh 1.3, DUSP3 inh -1.9, MazF activator -5.3, SARS 3CLpro inh 1.7 and SSB-PriA inh -6.4.
`COc1ccc2c(c1)C[C@]1(C)c3ccccc3C(=O)N(Cc3ccccc3)[C@H]21` gave BH1578 lux ind -1.2, TcdB inh 1.9, PfHsp40 rescue 3.4, Anthrax LF inh2 1.4, Yp Topo-I inh 11.3, MazF activator -0.7 and SSB-PriA inh -2.5.
Cc1cc(OCC(=O)Nc2ccc3c(c2)OCCO3)cc(C)c1Cl was read as BH1578 lux ind inactive, PfHsp40 rescue 7.8, Anthrax LF inh2 -5.2, Rv3671c inh -3.7, Yp Topo-I inh 26.0, DUSP3 inh 39.7, MazF activator -0.6, SARS 3CLpro inh 1.6 and SSB-PriA inh 0.8.
